Source: PubChem (several laboratories)
PERK inhibitor: inhibitors of human PERK kinase. AID 1416. inhibition, % at 5.6 µM. CHO PERK-DD fusion, SEAP luminescence translation reporter. Q9NZJ5. hit rate 0.17% among 220,000;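 active means inhibition above the mean inhibition of all tested compounds plus 3 SD, set separately per screening campaign, cut at about 2.9% in these data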;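 further: PERK kinase domain activated by AP20187 dimerizer at 100 nM; 0% = DMSO with dimerizer and 100% = rapamycin at 8.4 µM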
TNF death inh: inhibitors of TNF-alpha induced necroptosis in Jurkat FADD-/- cells; Jurkat FADD-/- TNF necroptosis rescue, ATP luminescence, 24 h; 0 = TNF only, 100 = no-TNF cells; activation (protection from cell death), % at 10 µM; hit rate 0.068% among 220,000;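 active means activation, meaning protection from cell death, of at least 50% relative to plate controls; inactive means activation below 50%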;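 further: necroptosis triggered by 40 ng/mL TNF-alpha added together with compound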
EP2 mod: modulates human prostaglandin E2 receptor EP2 signaling; hit rate 0.83% among 260,000; induction, % at 25 µM; P43116; EP2-expressing cells, cAMP HTRF FRET, PGE2 co-stimulation;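 active means compounds whose cAMP rise, as percent of the full-agonist control response, exceeds 60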;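 further: rat C6 glioma line stably carrying human EP2 under a CMV promoter; the protocol text gives 20 µM as final concentration; 100% = response of wells given 1 µM PGE2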
Target sequence (P43116 whole entry, looked up): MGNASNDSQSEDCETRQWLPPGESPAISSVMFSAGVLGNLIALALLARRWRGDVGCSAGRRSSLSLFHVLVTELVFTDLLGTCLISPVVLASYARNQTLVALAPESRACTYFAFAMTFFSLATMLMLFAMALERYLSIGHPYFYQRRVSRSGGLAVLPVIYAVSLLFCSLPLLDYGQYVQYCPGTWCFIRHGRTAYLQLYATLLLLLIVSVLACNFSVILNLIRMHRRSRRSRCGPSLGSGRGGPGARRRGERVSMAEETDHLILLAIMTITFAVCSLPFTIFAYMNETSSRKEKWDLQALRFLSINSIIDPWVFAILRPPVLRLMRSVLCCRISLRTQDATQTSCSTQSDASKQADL
EP2 antag: inhibitors of human EP2 prostaglandin E2 receptor; AID 1422; P43116; C6 glioma cells expressing human EP2, cAMP TR-FRET; cells stimulated with saturating PGE2; hit rate 0.52% among 260,000; inhibition, % at 25 µM;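 active means percent inhibition above 40 after rounding to a whole number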;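 further: rat C6 glioma host cells with rolipram phosphodiesterase inhibitor present; the protocol text gives 20 µM as final concentration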
Runt-SMMHC FRET: inhibitors of human RUNX1 Runt domain binding to CBFb-SMMHC; inhibition, % at 20 µM; Cerulean-Runt/Venus-CBFb-SMMHC FRET ratio 530/480, 1 h; Q01196+Q13951; hit rate 0.74% among 220,000;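 active means mean inhibition across duplicate retests at 20 µM reaching about 50%, limit read from the data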;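 further: 0% = DMSO wells and 100% = wells with excess untagged CBFb-SMMHC; inhibitors lower the FRET ratio by blocking Runt binding to CBFb-SMMHC; some results filed as inactive read as strong as hits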
Hck-Nef inh: blocks Nef-activated human Hck kinase; P08631; Recombinant Hck-YEEI plus Nef, Z-Lyte FRET kinase assay; inhibition, % at 20 µM; hit rate 0.68% among 220,000; AID 463187;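 active means Hck-Nef kinase inhibition above about 50%, limit read from the data; inactive means inhibition below that limit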;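 further: 0% = DMSO with Hck plus Nef and 100% = Hck alone without Nef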
Target sequence (P08631 whole entry, looked up): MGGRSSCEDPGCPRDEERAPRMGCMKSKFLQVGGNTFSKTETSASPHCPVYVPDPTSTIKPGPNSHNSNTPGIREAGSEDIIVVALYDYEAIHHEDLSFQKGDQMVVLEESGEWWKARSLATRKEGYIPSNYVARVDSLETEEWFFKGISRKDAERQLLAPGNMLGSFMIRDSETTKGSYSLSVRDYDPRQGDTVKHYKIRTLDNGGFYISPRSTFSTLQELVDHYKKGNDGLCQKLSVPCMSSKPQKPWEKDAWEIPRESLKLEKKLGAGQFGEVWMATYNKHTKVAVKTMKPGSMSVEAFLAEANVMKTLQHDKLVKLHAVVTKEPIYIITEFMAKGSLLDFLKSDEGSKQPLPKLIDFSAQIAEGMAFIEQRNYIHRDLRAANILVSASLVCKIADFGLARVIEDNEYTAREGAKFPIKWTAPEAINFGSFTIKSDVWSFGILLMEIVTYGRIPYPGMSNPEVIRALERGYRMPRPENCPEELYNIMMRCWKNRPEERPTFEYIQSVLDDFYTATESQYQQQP
RBBP9 inhibitor: inhibitors of human serine hydrolase RBBP9; recombinant RBBP9, FP-Rh probe fluorescence polarization; inhibition, % at 7.94 µM; hit rate 0.2% among 220,000; AID 1515;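 active means inhibition above the campaign mean of all tested compounds plus 3 SD, cut at about 14% in these data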;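 further: plate controls were DMSO wells with RBBP9 for no effect and wells lacking RBBP9 protein for full effect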
Target sequence (O75884 whole entry, looked up): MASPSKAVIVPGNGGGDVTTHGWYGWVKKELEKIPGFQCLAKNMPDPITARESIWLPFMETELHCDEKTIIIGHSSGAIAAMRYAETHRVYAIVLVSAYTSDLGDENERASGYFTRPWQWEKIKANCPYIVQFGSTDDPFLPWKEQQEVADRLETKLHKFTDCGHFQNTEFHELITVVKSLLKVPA
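Test system: recombinant human RBBP9; Timing: 30 min then 45 min, 25 °C; Detection: fluorescence polarization; Control set: RBBP9 with DMSO as uninhibited control, no-protein wells as full inhibition; Compound dosing: one concentration, 7.94 µM nominal, 0.794% DMSO; Probe or stimulus: FP-Rh activity-based probe, 375 nM before mixing.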
L929 necroptosis: L929 zVAD cell death inhibition; L929 zVAD necroptosis rescue, ATP luminescence, 24 h; with zVAD 60 µM; viability rescue, % at 10 µM; hit rate 0.38% among 220,000; AID 1377;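 active means activation, scaled between plate controls, above about 75%, limit read from the data; inactive means activation under that limit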;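 further: 0% = zVAD with DMSO and 100% = DMSO alone without zVAD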
Runt-CBFb FRET: Runt domain-CBFb interaction inhibition; Cerulean-Runt/Venus-CBFb FRET ratio 530/480, 1 h; inhibition, % at 20 µM; hit rate 0.46% among 220,000; AID 1496;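 active means inhibition over about 50% at 20 µM in the single-dose screen, limit read from the data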;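 further: 0% = DMSO wells and 100% = excess unlabeled CBFb competitor control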
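Buffer or medium: Tris pH 7.5 buffer with BSA. Assay system: Cerulean-labeled Runt domain protein. Amount: each fluorescent fusion protein 100 nM. Read-out basis: loss of energy transfer signal. Incubation: 1 h compound exposure, room temperature. Probe or stimulus: Venus-CBFb binding partner, 100 nM. Detection: FRET, excitation 422 nm, emission at 530 and 480 nm.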
Numbers without * were called inactive; / = not tested or not shown; & = joins results of further samples.

A first look, 13 compounds:
no.	smiles	PERK inhibitor	TNF death inh	EP2 mod	EP2 antag	Runt-SMMHC FRET	Hck-Nef inh	RBBP9 inhibitor	L929 necroptosis	Runt-CBFb FRET
1	O=C1NC(=S)N/C1=C/c1ccc(-c2c(Br)cc([N+](=O)[O-])cc2Br)o1	-0.4	-8.6	-22	/	-36	17	5	-0.3	-16
2	CCn1cc(C(=O)NCc2ccco2)c(=O)c2cc(S(=O)(=O)N3CCCC3)ccc21	0.0	-2.3	-24	4	-4	23	-6	1.4	-1
3	O=c1[nH]n(Cc2ccccc2)c(=O)c2ccccc12	0.9	-4.7	8	2	0	1	-4	0.3	0
4	CCn1c(SCC(=O)Nc2ccc(C(=O)OC)cc2)nnc1-c1cccs1	-0.4	-0.9	1	11	1	0	-11	-0.3	-1
5	C=CCN1CCN(C(CCC)c2nnnn2Cc2ccco2)CC1 (stereo unspecified)	0.4	0.5	4	5	-3	-18	-7	-0.7	1
6	COc1ccc2[nH]c(=O)c(C(c3nnnn3C3CCCC3)N3CCN(Cc4ccc5c(c4)OCO5)CC3)cc2c1 (stereo unspecified)	-1.6	-1.5	16	3	-15	1	-12	-1.1	-4
7	CN1CCN(c2nnc(-c3ccccc3)c(-c3ccccc3)n2)CC1	-0.3	1.1	-14	8	-2	-3	-5	-1.1	2
8	CCOC(=O)Cc1csc(NC(=O)CSc2nnc(-n3nc(C)cc3C)c3ccccc23)n1	0.1	-4.2	17&6	10&13	-5	-1	1	-0.4	0
9	O=C(NC1CCCC1)c1ccc(COCC(F)(F)F)o1	0.6	-1.3	5	5	4	1	-2	0.2	1
10	O=C(Cn1cc(-c2nnnn2-c2ccc(Cl)cc2)c(=O)c2ccccc21)c1ccccc1	-0.3	-7.9	11	11	-1	2	5	0.2	1
11	COc1cc(-c2noc(CCC(N)=O)n2)cc(OC)c1OC	-0.2	-2.5	3	7	-2	0	-7	-0.1	0
12	O=[N+]([O-])c1ccccc1S(=O)(=O)n1cnc2ccccc21	0.5	-5.1	-17	2	/	21	-8	2.3	/
13	CC(C)N(c1ccccc1)c1ccc(NC(=O)CCl)cc1	0.8	-9.2	9	15	-3	3	-8	0.2	-1

The listing (from the top)
no.	smiles	PERK inhibitor	TNF death inh	EP2 mod	EP2 antag	Runt-SMMHC FRET	Hck-Nef inh	RBBP9 inhibitor	L929 necroptosis	Runt-CBFb FRET
1	O=C1NC(=S)N/C1=C/c1ccc(-c2c(Br)cc([N+](=O)[O-])cc2Br)o1	-0.4	-8.6	-22	/	-36	17	5	-0.3	-16
2	CCn1cc(C(=O)NCc2ccco2)c(=O)c2cc(S(=O)(=O)N3CCCC3)ccc21	0.0	-2.3	-24	4	-4	23	-6	1.4	-1
3	O=c1[nH]n(Cc2ccccc2)c(=O)c2ccccc12	0.9	-4.7	8	2	0	1	-4	0.3	0
4	CCn1c(SCC(=O)Nc2ccc(C(=O)OC)cc2)nnc1-c1cccs1	-0.4	-0.9	1	11	1	0	-11	-0.3	-1
5	C=CCN1CCN(C(CCC)c2nnnn2Cc2ccco2)CC1 (stereo unspecified)	0.4	0.5	4	5	-3	-18	-7	-0.7	1
6	COc1ccc2[nH]c(=O)c(C(c3nnnn3C3CCCC3)N3CCN(Cc4ccc5c(c4)OCO5)CC3)cc2c1 (stereo unspecified)	-1.6	-1.5	16	3	-15	1	-12	-1.1	-4
7	CN1CCN(c2nnc(-c3ccccc3)c(-c3ccccc3)n2)CC1	-0.3	1.1	-14	8	-2	-3	-5	-1.1	2
8	CCOC(=O)Cc1csc(NC(=O)CSc2nnc(-n3nc(C)cc3C)c3ccccc23)n1	0.1	-4.2	17&6	10&13	-5	-1	1	-0.4	0
9	O=C(NC1CCCC1)c1ccc(COCC(F)(F)F)o1	0.6	-1.3	5	5	4	1	-2	0.2	1
10	O=C(Cn1cc(-c2nnnn2-c2ccc(Cl)cc2)c(=O)c2ccccc21)c1ccccc1	-0.3	-7.9	11	11	-1	2	5	0.2	1
11	COc1cc(-c2noc(CCC(N)=O)n2)cc(OC)c1OC	-0.2	-2.5	3	7	-2	0	-7	-0.1	0
12	O=[N+]([O-])c1ccccc1S(=O)(=O)n1cnc2ccccc21	0.5	-5.1	-17	2	/	21	-8	2.3	/
13	CC(C)N(c1ccccc1)c1ccc(NC(=O)CCl)cc1	0.8	-9.2	9	15	-3	3	-8	0.2	-1
14	O=c1cc2c(nn1Cc1ccc(F)cc1)-c1ccccc1CC2	0.9	0.9	49	7	-1	-11	0	0.3	-4
15	Cc1ccccc1NC(=O)CSc1nc(COc2ccccc2)nc2ccccc12	-0.5	-1.8	85*	7	-6	16	2	0.2	-5
16	CC(=O)C1=C(C)NC(SCC(=O)c2ccc(F)cc2)=C(C#N)C1c1ccco1 (stereo unspecified)	-1.3	-0.3	-11	2	-10	0	2	1.2	2
17	OC(COc1ccc2ccccc2c1)CN1CCN(c2ccc(F)cc2)CC1 (stereo unspecified)	0.0	2.0	-3	6	2	-3	4	2.5	2
18	O=C(CSc1nc2ccccc2c(=O)n1-c1ccc(F)cc1)Nc1ccc(N2CCOCC2)cc1	-0.4	-0.8	11	5	0	-2	-1	-0.3	-2
19	COc1ccc(C(=O)Nc2ccc3nc4n(c(=O)c3c2)CCCC4)cc1[N+](=O)[O-]	0.8	3.1	-30	9	0	4	-6	0.4	0
20	Cc1nnc(NC(=O)Cc2cccs2)s1	1.1	3.2	7&-7	7&12	2	0	2	0.9	-6
21	O=C(Cc1ccc(F)cc1)Nc1ccc(F)c([N+](=O)[O-])c1	0.4	15	5	8	5	0	-5	-0.2	-1
22	COc1ccc(NC(=O)c2sccc2OS(=O)(=O)N(C)C)cc1	-0.1	1.1	-13	1	0	11	0	1.2	0
23	CCOC(=O)c1cc2n(c1/N=C/N(C)C)-c1ccccc1C2=O	1.0	-1.2	13	7	-5	-5	2	-0.3	16
24	O=C(Cn1nc(-c2ccccc2)ccc1=O)NCc1ccc(F)cc1	-0.8	0.5	-30	5	1	-48	-11	0.0	-3
25	CCn1c(C)nc2cc(S(=O)(=O)N3CCCCC3)ccc21	0.5	-3.0	21	9	-7	-1	-12	3.5	-3

Pulled by structure from above (2):
no.	smiles	PERK inhibitor	TNF death inh	EP2 mod	EP2 antag	Runt-SMMHC FRET	Hck-Nef inh	RBBP9 inhibitor	L929 necroptosis	Runt-CBFb FRET
22	COc1ccc(NC(=O)c2sccc2OS(=O)(=O)N(C)C)cc1	-0.1	1.1	-13	1	0	11	0	1.2	0
5	C=CCN1CCN(C(CCC)c2nnnn2Cc2ccco2)CC1 (stereo unspecified)	0.4	0.5	4	5	-3	-18	-7	-0.7	1

Next results.
no.	smiles	PERK inhibitor	TNF death inh	EP2 mod	EP2 antag	Runt-SMMHC FRET	Hck-Nef inh	RBBP9 inhibitor	L929 necroptosis	Runt-CBFb FRET
26	COc1ccc(CCNC(=O)CNCC2CCCO2)cc1OC (stereo unspecified)	-1.0	-3.2	1	7	-6	3	-1	0.1	-1
27	COc1ccc(NC(C)=O)cc1NC(C)C(=O)Nc1ccccc1F (stereo unspecified)	-0.3	-2.9	7	5	-2	0	-3	0.3	2
28	OCCN1CCN(C(=S)Nc2ccc(Oc3ccccc3)cc2)CC1	2.8	0.2	-6	4	0	-42	-3	0.2	-1
29	O=Cc1ccc(N2CCCC2)o1	-0.2	0.3	10	3	-2	1	-2	0.5	-1
30	CCOC(=O)CCNCc1ccc(OC)c(OC)c1	0.0	2.7	-6	7	-5	13	-7	1.9	0
31	CCOC(=O)c1c(C)oc2cc(Br)c(OC)cc12	1.8	-2.5	30	2	0	0	1	-0.4	-2
32	COc1cc2c(cc1OC)C(c1cccc([N+](=O)[O-])c1)N(C(=O)c1ccc(F)cc1)CC2 (stereo unspecified)	-1.2	-1.2	6	2	-2	1	-1	-0.1	1
33	COc1ccc(/C(=N\O)c2nccc3cc(OC)c(OC)cc23)cc1OC	1.2	0.5	-6	6	-2	29	-5	7.4	-1
34	Nc1c(C(=O)c2ccccc2)sc2c1c(=O)[nH]c(=O)n2-c1ccccc1	0.3	0.7	30	9	-4	2	-9	-0.3	1
35	Cc1onc(-c2ccccc2)c1C(=O)N/N=C(\N)COc1ccc(Cl)cc1	1.2	-2.8	11	5	4	2	-1	0.0	3
36	COc1cc(OC)c(C(=O)OC(C)C(=O)Nc2cccc(C(F)(F)F)c2)cc1OC (stereo unspecified)	-0.9	4.4	-23	11	0	0	-9	9.2	-4
37	Cc1ccc(C(=O)OCC(=O)Nc2ccccc2)cc1NC(=O)c1ccco1	1.6	-2.3	0	3	-1	3	-8	0.2	-1
38	Cc1onc(-c2ccccc2)c1C(=O)NC(=S)NNC(=O)c1ccc(O)cc1O	0.7	-1.1	-1	4	5	3	-7	2.8	6
39	CCOC(=O)C1(Cc2ccc(Cl)cc2)CCN(C(=O)CCc2ccncc2)CC1	1.6	2.0	3	8	-3	-6	8	-0.6	-2
40	N#CCCn1cc(C(=O)Nc2ccc(C(=O)O)cc2)c(-c2ccc([N+](=O)[O-])cc2)n1	0.6	0.5	9	5	-2	8	0	0.3	0
41	CCc1ccccc1NC(=S)NCc1cccn1C	0.6	-2.7	-14	4	3	2	-10	-0.9	2
42	CCOC(=O)c1sc(N)c(C(=O)Nc2ccccc2OC)c1C	0.2	-8.5	13	3	3	28	3	3.3	17
43	COc1ccc(NC(=O)c2ccccc2S(=O)c2ccccc2C#N)cc1 (stereo unspecified)	1.0	0.7	1	5	5	-9	-4	0.0	-1
44	Cc1ccccc1S(=O)c1ccccc1C(=O)O (stereo unspecified)	-0.4	-0.9	13	16	-4	-12	-8	2.0	1
45	CCC1(c2ccc(Cl)cc2)NC(=S)N(c2ccccc2)N1 (stereo unspecified)	-0.6	1.0	-15	10	8	4	-6	0.5	12
46	COc1ccc(OC)c(NC(=O)N[C@H](Cc2ccccc2)C(=O)NN)c1	0.8	3.7	2	8	-1	5	-7	1.1	2
47	C=CCN(Cc1cc(OC)ccc1OC)S(=O)(=O)N(C)C	0.5	-0.3	17	7	0	-1	8	-0.7	-2
48	O=C(NC1CCN(C(=S)NCc2ccco2)CC1)c1ccc(F)cc1	0.1	-3.9	-3&12	12&10	8	-1	-2	-0.2	15
49	CCOC(=O)C1=C(C)Nc2nc(C)nn2C1c1ccc(C)cc1 (stereo unspecified)	-0.2	-3.6	14	9	2	-4	3	/	-2
50	N#C/C(=N\Nc1ccc(Cl)cc1)C(=O)c1ccsc1	1.2	-1.0	-20	18	-5	-1	4	1.1	-4
51	COc1ccc(-c2nnc(-c3ccc(Br)o3)o2)cc1OC	0.0	-0.2	-16	20	1	1	-3	3.4	-1
52	Cc1ccc(C(=O)Oc2cccnc2)cc1[N+](=O)[O-]	1.0	0.1	16	12	2	5	-9	0.5	102*
53	CC1CCCCN1CCNC(=O)C1CCN(S(=O)(=O)N2CCCCC2)CC1 (stereo unspecified)	-0.7	0.3	17	120*	2	0	-9	1.1	1

Only part of the results is shown (hit frequency here may not be typical).
